JMJD2E inh = inhibitors of human JMJD2E histone demethylase | B2RXH2 | JMJD2E catalytic domain, FDH-coupled NADH fluorescence (FDH is formaldehyde dehydrogenase) | Potency, µM (series often up to 57.1 µM), for the others: at the top dose activity change, negative = inhibition, hits mostly inhibitors | 230,000 compounds, 1.6% hits; active = well fitted inhibition curve with a large enough effect, not every such curve was filed as active; inconclusive = small, poorly fitted or top-dose-only effect, or another doubt; inactive = no such curve, though single readings can be large or run the other way;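 note: 0% = wells with enzyme and -100% = buffer wells without enzyme; nearly all actives have a fitted effect of over 50% in size; many of its hits are not listed in these tables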
Target sequence (B2RXH2 1-337 limits assumed): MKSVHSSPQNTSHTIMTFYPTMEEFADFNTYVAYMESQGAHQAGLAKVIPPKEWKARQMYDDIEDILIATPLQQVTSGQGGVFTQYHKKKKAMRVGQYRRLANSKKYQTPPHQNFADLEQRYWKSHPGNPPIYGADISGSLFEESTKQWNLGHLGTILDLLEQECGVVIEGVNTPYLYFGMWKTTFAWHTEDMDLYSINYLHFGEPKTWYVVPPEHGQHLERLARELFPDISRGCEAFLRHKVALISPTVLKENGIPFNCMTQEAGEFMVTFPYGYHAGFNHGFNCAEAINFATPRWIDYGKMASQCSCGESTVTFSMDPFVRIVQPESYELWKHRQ
RGS12 GoLoco inh = blocks human Gai1 binding to RGS12 GoLoco peptide, red readout; AID 880; P63096; Potency, µM (highest dose often 61.6 µM), for the others: top-dose activity, negative = inhibition, most hits filed as inhibitors; 230,000 compounds, 0.44% hits; Gai1:RGS12 GoLoco peptide FP, rhodamine, 10 min; active = well fitted inhibition curve with a large enough effect, not every such curve was filed as active; inactive = no such curve, though single readings can be large or run the other way; note: % is set by controls: 0 for no effect and ±100 for the full control effect; nearly all actives have a fitted effect of over 30% in size; many of its hits are not listed in these tables
ALDH1A1 block = blocks purified human ALDH1A1 activity; Potency, µM (titrated, usually from 75.3 µM), without a hit: at the highest dose activity, negative = inhibition, most hits filed as inhibitors; 220,000 compounds, 7.3% hits; P00352; Purified ALDH1A1, NADH fluorescence, propionaldehyde substrate; AID 1030; active = well fitted inhibition curve with a large enough effect, not every such curve was filed as active; inconclusive = small, poorly fitted or top-dose-only effect, or another doubt; inactive = no such curve, though single readings can be large or run the other way;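 note: plate controls were no enzyme wells and a reference inhibitor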
GLA spleen mod = inhibitors or activators of human alpha-galactosidase in spleen homogenate | Potency, µM (highest dose often 80 µM), inactives show at the top dose activity change, negative = inhibition, actives largely listed as inhibitors | human spleen homogenate, 4MU-alpha-Gal fluorescence, 40 min | 240,000 compounds, 0.008% hits | P06280;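 note: 0% = enzyme with vehicle and -100% = no enzyme basal signal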
Target sequence (P06280 32-429 limits assumed): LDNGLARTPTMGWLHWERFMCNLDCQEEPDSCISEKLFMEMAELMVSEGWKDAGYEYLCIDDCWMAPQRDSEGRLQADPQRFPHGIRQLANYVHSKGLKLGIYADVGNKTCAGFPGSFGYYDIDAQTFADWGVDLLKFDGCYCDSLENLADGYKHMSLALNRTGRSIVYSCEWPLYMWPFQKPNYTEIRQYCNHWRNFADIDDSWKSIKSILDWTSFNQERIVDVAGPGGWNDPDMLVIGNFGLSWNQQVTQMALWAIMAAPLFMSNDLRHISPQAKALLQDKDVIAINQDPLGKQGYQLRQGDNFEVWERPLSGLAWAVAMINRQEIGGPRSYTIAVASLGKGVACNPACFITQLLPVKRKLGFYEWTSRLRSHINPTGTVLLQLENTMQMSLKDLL
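Human spleen homogenate (1 ug) was the enzyme source, with 4-methylumbelliferyl-alpha-D-galactopyranoside (1 mM final) in pH 5.0 citrate buffer with 0.01% Tween-20. Compounds were titrated; after 40 min at 37C, NaOH/glycine stop, 4-MU fluorescence read; AC50 from Hill fits.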
GAA glycogen mod = GAA glycogen-cleavage inhibition or activation; Potency, µM (top dose mostly 76.4 µM), for the others: top-dose activity change, negative = inhibition, hits mostly inhibitors; 300,000 compounds, 0.38% hits; recombinant GAA, glycogen substrate, Amplex Red glucose oxidase fluorescence; P10253;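 note: 0% = full enzyme reaction and -100% = no-enzyme basal signal; the screen sought inhibitors and activators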
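Recombinant human enzyme (4 nM); glycogen substrate; 37 C, 40 min, pH 5.0. Readout: coupled glucose oxidase/Amplex Red fluorescence.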
GAA spleen mod = inhibits or activates alpha-glucosidase in human spleen homogenate; P10253; human spleen homogenate, 4-MU-alpha-glucoside fluorescence; Potency, µM (highest dose often 79.9 µM), for the others: top-dose activity change, negative = inhibition, usual class: inhibitors; 240,000 compounds, 0.006% hits; AID 2112;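 note: 0% = enzyme with vehicle and -100% = no enzyme basal signal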
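Compounds were titrated against alpha-glucosidase in spleen homogenate at pH 5.0, with 1 mM 4-methylumbelliferyl substrate for 40 min at 37 C. Reactions were quenched with pH 10 NaOH/glycine and fluorescence measured.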
SMN2 splice up = SMN2 splice variant enhancement; HEK293 SMN2-luciferase splicing reporter, luminescence, 30-36 h; Potency, µM (series often up to 46.1 µM), for inactives: at the highest dose activity change, positive = activation, usual class: activators; 210,000 compounds, 2.8% hits; AID 1458; note: % of control where 0% means no effect; nearly all actives have a fitted effect of over 55% in size
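HEK293 cells carry an SMN2 […]–luciferase reporter in which exon 7 inclusion puts luciferase in frame. Cells were plated 10-12 h before compound addition, then incubated 30-36 h at 37C. ONE-Glo luminescence was read; sodium butyrate at 4.5 mM final served as control.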
GAA inh = alpha-glucosidase (human) inhibition. 200,000 compounds, 0.005% hits. purified human GAA, 4-MU-alpha-glucoside fluorescence. P10253. AID 1466. Potency, µM (doses to about 76.9 µM), for the others: at the highest dose activity change, negative = inhibition, usual class: inhibitors;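 note: plate controls were uninhibited enzyme wells for no effect and no-enzyme background for full effect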
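Human alpha-glucosidase, 4 nM, pre-mixed with test compounds before 400 uM 4-methylumbelliferyl substrate; 20 min room temperature at pH 5.0. Fluorescence read after pH 10 stop; AC50 values from Hill-equation fits.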
An asterisk follows results filed as active; u = inconclusive; x = no result given; & = joins results of further samples; ! = repeats disagree; [ ] = another dose, or the depositor's remark. Unless noted, calls come from the whole dose curve; as a rule, active = well fitted curve in the direction sought with a large enough effect; inconclusive = small, poorly fitted or top-dose-only effect, or another doubt; inactive = no such curve, though single readings can be large; an effect the other way counts as inactive or inconclusive. Potency is the fitted concentration of half-maximal effect. The list is partial, so the mix of outcomes need not match the whole.

SMILES	JMJD2E inh	RGS12 GoLoco inh	ALDH1A1 block	GLA spleen mod	GAA glycogen mod	GAA spleen mod	SMN2 splice up	GAA inh
COc1ccc(C(=O)ON=C2CCN(c3ccc([N+](=O)[O-])cc3)CC2)cc1	4%	-12%	4µM*	0%	-2%	1%	-2%	-31%
CCOC(=O)C1(Cc2ccc(OC)cc2)CCN(C(=O)CCn2ccc(C)n2)CC1	7%	5%	2%	-3%	15%	-5%	x	x
COC(=O)C1=COC(C)C2CN3CCc4c([nH]c5cc(OC)c(OC)cc45)C3CC12 (stereo not given)	u	0%	x	4%	-22%	3%	x	x
COc1ccc(-n2c(SCC(=O)Nc3cc(C)on3)nc3c([nH]c4ccccc43)c2=O)cc1	-5%	7%	u	4%	7%	2%	x	x
CCn1c(C)c(C(C)=O)c(N2CCN(c3cccc(Cl)c3)CC2)nc1=S	u	180%[activator]	14µM*	5%	-11%	4%	-28%	-9%
Fc1ccc(-c2nnn(Cc3nc4ccccc4s3)n2)cc1	-3%	1%	-11%	4%	-4%	3%	3%	u
Cc1nc(OCC(C)C)c2sc3nc4c(cc3c2n1)COC(C)(C)C4	u	6%	x	-3%	3%	6%	x	x
CCc1cc(C(C)=O)c(O)cc1OCCCCCC(C)(C)c1nn[nH]n1	-5%	70%[activator]	u	7%	x	3%	-17%	x
O=C(Nc1ccc(N2CCCC2)cc1)C(c1ccccc1)c1ccccc1	-10%	15%	-6%	-6%	3%	-5%	-13%	-5%
Cc1nnc(SCC(=O)Nc2ccccc2)n1CCc1ccccc1	6%	2%	-5%	5%	4%	8%	6%	u
COc1ccc(-c2cc(=O)oc3c(C)c(OCc4nn[nH]n4)ccc23)cc1	u	5%	u	-4%	1%	4%	0%	0%
Cc1cc(F)ccc1S(=O)(=O)Nc1c(C)n(C)n(-c2ccccc2)c1=O	-10%	4%	1%	8%	6%	4%	4%	-7%
O=C(c1cccc(S(=O)(=O)N2CCCC2)c1)N1CCN(c2ccccc2)CC1	4%	2%	1%	2%	-6%	0%	u	-5%
CCSc1nnc(-c2ccccc2N)c(=O)[nH]1	21%	10%	5%	3%	-19%	2%	25%	0%
O=C(O)CC1SC(=Nc2ccccc2)N(c2ccccc2)C1=O (stereo not given)	2%	10%	-2%	-3%	-5%	-3%	6%	u
O=C(NCCCn1ccnc1)c1ccc(Cl)c(S(=O)(=O)N2CCOCC2)c1	-1%	2%	12%	7%	2%	-3%	-10%	-5%
Cc1ccc(CN2CCC(c3nc4ccc(Cl)cc4[nH]3)CC2)cc1	-1%	7%	17%	3%	11%	-8%	-12%	-5%
COc1ccc(OC)c(S(=O)(=O)N2CCC(C(=O)Nc3cccc(C(F)(F)F)c3)CC2)c1	-1%	2%	8%	-17%	-9%	-17%	-41%[inhibitor]	-5%
O=C(Nc1ccc(Cl)c(-c2nc3ccccc3[nH]2)c1)c1cccnc1	3%	1%	1%	21%	-2%	-4%	-4%	1%
CCOc1ccc(N(CC(=O)OC)S(=O)(=O)c2ccc3c(c2)n(C)c(=O)c(=O)n3C)cc1	-5%	-5%	5%	2%	6%	-1%	0%	-3%
S=c1[nH]nc(Cc2ccc(Cl)cc2)o1	-4%	6%	x	0%	-9%	-2%	x	x
Cc1cc(SC(C)C(=O)O)nc2ccccc12 (stereo not given)	-13%	0%	-14%	8%	0%	1%	x	-7%
CCOC(=O)Nc1ccc2c(c1)N(C(=O)OCCN(C)C)c1ccccc1CC2	-2%&-24%	3%&-6%	11%&2%	-4%&-1%	8%&-2%	-10%&-1%	-7%	3%
COc1ccccc1CNC(=O)C1CCCN(S(=O)(=O)c2cccc3cccnc23)C1 (stereo not given)	-2%	9%	10%	6%	2%	7%	-21%	-3%
COc1cccc(-c2nnn(CCc3nn[nH]n3)n2)c1	2%	-2%	-4%	-8%	10%	-2%	0%	0%
O=C1CC(NCc2ccncc2)C(=O)N1c1ccccc1 (stereo not given)	-16%	-7%	u	-4%	6%	-5%	u	3%
COc1ccc(CSCC(=O)Nc2ccccc2SC)cc1	6%	0%	-5%	1%	-9%	1%	-5%	4%
O=C(Cn1c(=O)n(-c2ccccc2)c(=O)n1CC(=O)N1CCCCC1)N1CCCCC1	5%	0%	-8%	4%	3%	4%	-2%	1%
N/C(Cc1cccc2ccccc12)=N\OC(=O)c1ccc2c(c1)OCO2	14%	10%	-7%	0%	10%	-1%	0%	6%
CN1C(c2ccc(F)cc2)=CS/C1=C(/C#N)c1nnc(N2CCOCC2)n1-c1ccccc1	4%	4%	0.79µM*	3%	-2%	6%	-13%	3%
COc1ccc(/C=C/C(=O)c2cc(F)ccc2OC(=O)c2ccccc2OC)cc1OC	4%	3%	-9%	8%	-4%	8%	-10%	-2%
Oc1ccccc1C(=S)N1CCN(c2cccc(Cl)c2)CC1	-1%	3%	10µM*	2%	-17%	-7%	x	0%
COc1ccc(/C=N/NC(=O)CCn2nnc3ccccc32)cc1	u	-2%	u	-7%	0%	8%	x	-11%
COc1ccccc1NC(=O)CSc1nc(C)c2c(c1C#N)CCCC2	3%	1%	1%	16%	u	2%	-9%	-1%
COC(=O)c1[nH]c2ccccc2c1NS(=O)(=O)c1ccc(F)c(C)c1	-1%	7%	4%	1%	u	1%	-8%	-26%
Cc1ccc(C(=O)N2CCN(c3ncnc4c(C)csc34)CC2)cc1	-4%	2%	u	2%	-1%	-5%	x	0%
O=C(O)/C=C/c1ccc2c(c1)OCCO2	u	-19%	x	-3%	13%	-3%	x	x
CNS(=O)(=O)c1cccc(C(=O)OCC(=O)Nc2ccccc2OC(F)F)c1	-6%	1%	-4%	-1%	-7%	9%	16%	-22%
COc1ccc(-c2ccc(-c3cc(=O)oc4cc(OC)c(OC)c(OC)c34)cc2)cc1	x	-8%	-3%	9%	x	8%	x	x
Cc1cccc(/C(N)=N/OC(=O)CCc2ccccc2)c1	-1%	x	-8%	0%	5%	-2%	x	-4%
CCCC[C@@H]1CNC(=S)N1CCc1cccc(F)c1	3%	4%	0%	-14%	5%	-10%	x	x
O=C(CSc1ccccn1)N/N=C/c1c[nH]c2ccccc12	-4%	5%	-1%	-16%	2%	-8%	-16%	9%
CCOc1ccc(C(=O)NCC(=O)N2CCc3ccccc3C2)cc1OCC	-2%	2%	-2%	-5%	4%	0%	-14%	-9%
COc1ccc(C(=O)Nn2cc3c(c2-c2ccccc2)c(=O)n(C)c(=O)n3C)cc1	-23%	-1%	u	3%	2%	-2%	9%	u
COc1ccccc1/C=c1\sc2nc(-c3ccccc3OC)nn2c1=O	9%	0%	6%	-2%	2%	-3%	-7%	-4%
COc1ccc(/C=C(\NC(=O)c2ccc(C)cc2)C(=O)Nc2c(C)n(C)n(-c3ccccc3)c2=O)cc1	-28%	3%	4%	-5%	9%	1%	-6%	0%
Cc1ccc(-n2cccn2)cc1	2%	8%	4%	3%	-7%	-7%	x	-2%
Cc1c(Cl)cccc1NC(=O)c1cccc(NC(=O)CCC(=O)O)c1	5%	-1%	4%	5%	6%	9%	-9%	-13%
COC(=O)[C@H](CC(C)C)NC(=O)Nc1ccccc1F	9%	3%	x	-3%	4%	-2%	x	x
C/C=C/C=C\C(=O)Nc1cccc(C2=NOC3(C2)C[C@H](C(N)=O)N(C(=O)CC#N)C3)c1 (stereo not given in full)	u	-19%	x	-1%	6%	-3%	x	x
CCCCn1c(N)c(C(=S)NC(=O)CC(C)(C)C)c(=O)n(C)c1=O	4%	x	-7%	-8%	-6%	-13%	x	4%
COc1ccc(CC(=O)Nc2cc(NC(=O)Cc3ccc(OC)c(OC)c3)cc(C(=O)O)c2)cc1OC	u	4%	4%	-11%	11%	-4%	6%	u
N#CCSc1nnc(-c2ccccc2O)n1Cc1ccccc1	-1%	-1%	11%	-9%	5%	-7%	-6%	-3%
Cc1cccc(OCCCC(=O)Nc2ccc(N3CCCCC3)cc2)c1	5%	-7%	9%	-3%	2%	-4%	-10%	1%
Cc1ccc(NC(=O)COC(=O)CCNS(=O)(=O)c2ccc(C)c(C)c2)cc1	2%	14%	u	2%	-9%	-17%	-11%	-8%
CCC(C)(C)NC(=O)C(c1ccc(F)cc1)N(Cc1ccccc1)C(=O)c1cnccn1 (stereo not given)	-13%	8%	-1%	6%	0%	2%	5%	-9%
CCCN1CNc2c(c(=O)[nH]c(=S)n2-c2ccccc2Cl)C1	1%	-1%	u	15%	-3%	12%	-25%	-12%
CCC(=O)N(CC(=O)Nc1sc(C)c(C)c1C(N)=O)C1CCCC1	-13%	-3%	8.9µM*	-6%	0%	7%	-13%	4%
N/C(=N\OC(=O)Cc1ccccc1)c1cccnc1	2%	0%	11%	5%	9%	-19%	-12%	10%
Cc1cccn2cc(-c3cccc(NC(=O)c4cccs4)c3)nc12	1%	18%	-2%	-8%	2%	0%	18%	0%
New compounds follow
SMILES	JMJD2E inh	RGS12 GoLoco inh	ALDH1A1 block	GLA spleen mod	GAA glycogen mod	GAA spleen mod	SMN2 splice up	GAA inh
CS(=O)(=O)N1CCN(C(=S)NCc2ccc(Cl)cc2)CC1	-28%	5%	2%	1%	7%	2%	x	-1%
N#Cc1c(NC(=O)c2cc(-n3cnnc3)ccc2Cl)sc2c1CCCC2	14%	2%	13µM*	-5%	0%	-17%	-66%[inhibitor]	-11%
Cn1c(SCc2ccc(Br)cc2)nnc1-c1cccs1	3%	-9%	2%	3%	1%	5%	-10%	3%
O=C(NCc1ccco1)c1cccc2ccccc12	-2%	-7%	-7%	-3%	5%	-5%	-11%	12%
COc1ccccc1N1CCN(CCCCN2C(=O)c3ccccc3C2=O)CC1	u	-6%&5%&4%	13µM*	10µM*!	x	3%&6%&2%	-13%&-4%	x

Screens as filed in PubChem BioAssay.
